S1P4 antag: human S1P4 receptor antagonism | O95977 | S1P4-expressing cells, antagonist mode, reporter read-out | inhibition, % at 4.98 µM | 220,000 tested, 0.26% active | AID 1510; in the data active = inhibition above about 29%;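 also: 0% = wells stimulated with agonist and 100% = vehicle wells without agonist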
Ba/F3 V617F tox: reduce viability of Ba/F3 cells dependent on JAK2V617F; Ba/F3 EpoR-JAK2V617F viability, ATP luminescence; 220,000 tested, 1.1% active; inhibition, % at 5.6 µM; AID 1446;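 active = inhibition above the campaign mean plus 3 SD over all tested compounds, cut at about 24% in these data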;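 also: cytokine-independent growth of Ba/F3 cells driven by EpoR plus mutant JAK2; 0% = DMSO-treated cells and 100% = JAK inhibitor I control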
Wee1 stabilizer: human Wee1 degradation inhibition, primary screen. HeLa Luc-Wee1K328M stability, luciferase luminescence; 100% = proteasome inhibitor MG132 effect. 220,000 tested, 1.2% active. reporter increase, % at 5 µM. AID 1321;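 active = activation above the mean of all tested compounds plus 3 SD, set per screening run, cut at about 8.8% in these data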;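 also: cells exposed to compound for 20 h before luminescence read; 0% = DMSO alone and 100% = MG132 at 30 µM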
PERK inhibitor: human PERK inhibition, primary cell-based screen | inhibition, % at 5.6 µM | AID 1416 | CHO PERK-DD fusion, SEAP luminescence translation reporter | 220,000 tested, 0.17% active | Q9NZJ5;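 active = inhibition above the mean inhibition of all tested compounds plus 3 SD, set separately per screening campaign, cut at about 2.9% in these data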;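 also: PERK kinase domain activated by AP20187 dimerizer at 100 nM; 0% = DMSO with dimerizer and 100% = rapamycin at 8.4 µM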
S1P4 agonist: activates the human S1P4 receptor; O95977; S1P4-expressing cell line, agonist reporter assay; activation, % at 4.98 µM; 220,000 tested, 0.35% active; in the data active = activation above about 11%;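 also: 0% = DMSO vehicle and 100% = reference agonist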
eIF4E 4G PPI: blocks eIF4E binding to eIF4G; 220,000 tested, 0.37% active; P63073+Q04637; TR-FRET eIF4E-eIF4GI(517-606) binding, 2 h; inhibition, % at 21.7 µM; AID 782;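 active = inhibition above about 30%, limit read from the data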;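 also: 0% = full FRET control wells and 100% = background wells lacking eIF4GI fragment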
Target sequence (P63073 whole entry, looked up, the tested form may be a part): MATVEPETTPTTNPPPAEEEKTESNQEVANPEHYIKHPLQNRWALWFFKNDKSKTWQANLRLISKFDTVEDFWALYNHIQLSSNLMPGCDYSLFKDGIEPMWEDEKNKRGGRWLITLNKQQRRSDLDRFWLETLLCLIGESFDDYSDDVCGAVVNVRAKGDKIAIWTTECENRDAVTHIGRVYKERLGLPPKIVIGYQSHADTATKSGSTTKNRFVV
Target sequence (Q04637 whole entry, looked up, the tested form may be a part): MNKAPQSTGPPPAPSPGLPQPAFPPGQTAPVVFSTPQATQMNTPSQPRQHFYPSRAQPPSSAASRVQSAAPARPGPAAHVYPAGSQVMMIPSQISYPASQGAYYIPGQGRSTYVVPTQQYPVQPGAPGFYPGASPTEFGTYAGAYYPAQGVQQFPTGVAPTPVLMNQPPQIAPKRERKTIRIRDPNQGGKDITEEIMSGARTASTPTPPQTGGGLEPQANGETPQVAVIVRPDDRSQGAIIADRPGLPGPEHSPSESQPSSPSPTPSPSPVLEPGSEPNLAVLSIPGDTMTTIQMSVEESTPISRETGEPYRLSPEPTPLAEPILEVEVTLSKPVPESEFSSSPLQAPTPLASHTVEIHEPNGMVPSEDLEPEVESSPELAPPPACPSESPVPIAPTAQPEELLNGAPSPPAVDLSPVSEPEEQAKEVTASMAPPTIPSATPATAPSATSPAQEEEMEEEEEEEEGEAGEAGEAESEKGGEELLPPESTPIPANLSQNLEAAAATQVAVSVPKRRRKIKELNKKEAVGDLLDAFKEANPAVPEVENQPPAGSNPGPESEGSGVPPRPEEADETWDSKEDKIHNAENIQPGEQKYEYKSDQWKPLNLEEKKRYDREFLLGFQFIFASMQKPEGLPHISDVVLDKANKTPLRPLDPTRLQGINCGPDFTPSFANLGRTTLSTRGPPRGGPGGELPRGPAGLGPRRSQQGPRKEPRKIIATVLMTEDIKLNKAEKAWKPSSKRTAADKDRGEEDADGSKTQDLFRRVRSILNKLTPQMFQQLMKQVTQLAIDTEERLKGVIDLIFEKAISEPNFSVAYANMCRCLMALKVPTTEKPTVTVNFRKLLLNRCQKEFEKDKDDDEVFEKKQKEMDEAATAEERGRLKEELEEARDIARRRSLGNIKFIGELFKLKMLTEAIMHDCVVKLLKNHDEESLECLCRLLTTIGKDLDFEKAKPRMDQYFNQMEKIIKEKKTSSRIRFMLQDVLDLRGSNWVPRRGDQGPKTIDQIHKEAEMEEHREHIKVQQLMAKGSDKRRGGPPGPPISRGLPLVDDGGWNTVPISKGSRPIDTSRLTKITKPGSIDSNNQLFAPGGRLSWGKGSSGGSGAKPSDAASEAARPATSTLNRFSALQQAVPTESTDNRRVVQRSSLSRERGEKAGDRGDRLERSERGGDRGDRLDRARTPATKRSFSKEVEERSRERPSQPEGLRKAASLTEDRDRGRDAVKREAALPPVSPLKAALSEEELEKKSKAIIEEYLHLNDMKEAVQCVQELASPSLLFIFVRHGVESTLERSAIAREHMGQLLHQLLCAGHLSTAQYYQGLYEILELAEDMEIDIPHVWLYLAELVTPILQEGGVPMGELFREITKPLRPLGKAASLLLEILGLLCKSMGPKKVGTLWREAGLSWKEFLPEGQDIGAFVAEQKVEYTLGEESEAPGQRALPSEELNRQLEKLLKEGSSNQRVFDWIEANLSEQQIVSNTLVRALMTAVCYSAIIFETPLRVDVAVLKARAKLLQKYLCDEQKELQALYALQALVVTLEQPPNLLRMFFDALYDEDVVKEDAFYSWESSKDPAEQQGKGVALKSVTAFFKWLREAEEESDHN
MDM2 E3 inh: inhibitors of human Mdm2 E3 ubiquitin ligase | signal enhancement, % at 5 µM | cell-based MDM2 ubiquitination luciferase reporter, 2 h; 0 = plate control, 100 = twice control, blank-subtracted | 210,000 tested, 0.11% active | Q00987 | AID 1230;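 active = signal enhancement of 30% or more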;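 also: luminescence tracks abundance of the self-degrading MDM2-luciferase fusion protein; higher signal means inhibition of MDM2 E3 ligase activity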
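Assay system: mammalian cells stably expressing self-ubiquitinating, self-degrading MDM2 E3–luciferase fusion. Quantity: 2000 cells in each well. Medium: DMEM culture medium. Compound dosing: single-point 5 µM. Timing: cell settling 4 h, compound treatment 2 h, both 37 °C. Technique: luciferase luminescence. Read-out basis: percent signal gain over controls, blank-subtracted. Benchmarks: plate controls and plate blanks.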
BaF3 parental: reduces parental Ba/F3 cell viability, JAK2V617F counter-screen; CellTiter-Glo ATP luminescence; inhibition, % at 5.6 µM; 220,000 tested, 1.1% active;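 active = inhibition above a per-campaign cutoff, the mean inhibition of all tested compounds plus 3 SD, cut at about 27% in these data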;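 also: 0% = DMSO wells and 100% = JAK Inhibitor I control wells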
NPY-Y2 PAM-ag: potentiates or activates human NPY-Y2 receptor | activation, % at 3.6 µM | P49146 | cells expressing NPY-Y2, potentiator/agonist read-out | 220,000 tested, 0.45% active; in the data active = activation above about 27%;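 also: cells stimulated with NPY near EC25 plus isoproterenol at EC100; 0% = vehicle plus submaximal agonist and 100% = vehicle plus saturating agonist; some results beyond the cut were filed as inactive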
The depositor's hits bear a star; nt = no result given; [ ] = dose if it differs, or a comment.

A first look, 10 compounds:
SMILES	S1P4 antag	Ba/F3 V617F tox	Wee1 stabilizer	PERK inhibitor	S1P4 agonist	eIF4E 4G PPI	MDM2 E3 inh	BaF3 parental	NPY-Y2 PAM-ag
COc1ccccc1C(=O)NCC(=O)OC(C)C(=O)NC(=O)NC1CCCCC1 (centres undefined)	-8	1	-1	0.8	3.6	2	-5	4	0
CCCS(=O)(=O)c1nnnn1-c1cccc(OC)c1	38*	39*	2	-0.3	-2.5	5	-8	5	-20
OCCN1CCN(C2Cc3cc(Cl)ccc3Sc3ccc(Cl)cc32)CC1 (centres undefined) (tested in a mixture with another compound)	-18	-1	2	-1.3	2.7	5	-14	0	-6
CC(C)CCOc1ccccc1C(N)=O	-28	-3	-1	0.9	1.8	2	-12	2	-1
CCn1c(CNc2ccc(Cl)cc2)nnc1SCc1ccc(C)cc1	9	-2	1	1.0	0.3	5	-3	6	-4
CC(=O)c1cccc(NC(=O)NCc2ccccn2)c1	0	-5	-2	0.9	-1.9	1[fluorescence artefact?]	-9	0	-10
O=C1C2CC=CCC2C(=O)N1Cc1nnc(-c2ccccc2Br)o1 (centres undefined)	-2	0	0	0.1	-0.1	-2	-9	0	-2
CS(=O)(=O)N1CCN(c2ccccc2NC(=O)c2cccc3ccccc23)CC1	-15	-2	-1	-0.7	-0.4	1	-5	-1	17
COc1ccc(C2CC(c3ccc(Cl)cc3Cl)Nc3nc(N)nn32)cc1OC (centres undefined)	-7	2	0	-0.1	0.3	2	-10	-1	7
O=C(CCSc1nnc(-c2ccncc2)o1)Nc1ccc(F)cc1	-14	-2	-1	0.7	0.6	2[fluorescence artefact?]	-12	4	6

The whole of this part (from the top)
SMILES	S1P4 antag	Ba/F3 V617F tox	Wee1 stabilizer	PERK inhibitor	S1P4 agonist	eIF4E 4G PPI	MDM2 E3 inh	BaF3 parental	NPY-Y2 PAM-ag
COc1ccccc1C(=O)NCC(=O)OC(C)C(=O)NC(=O)NC1CCCCC1 (centres undefined)	-8	1	-1	0.8	3.6	2	-5	4	0
CCCS(=O)(=O)c1nnnn1-c1cccc(OC)c1	38*	39*	2	-0.3	-2.5	5	-8	5	-20
OCCN1CCN(C2Cc3cc(Cl)ccc3Sc3ccc(Cl)cc32)CC1 (centres undefined) (tested in a mixture with another compound)	-18	-1	2	-1.3	2.7	5	-14	0	-6
CC(C)CCOc1ccccc1C(N)=O	-28	-3	-1	0.9	1.8	2	-12	2	-1
CCn1c(CNc2ccc(Cl)cc2)nnc1SCc1ccc(C)cc1	9	-2	1	1.0	0.3	5	-3	6	-4
CC(=O)c1cccc(NC(=O)NCc2ccccn2)c1	0	-5	-2	0.9	-1.9	1[fluorescence artefact?]	-9	0	-10
O=C1C2CC=CCC2C(=O)N1Cc1nnc(-c2ccccc2Br)o1 (centres undefined)	-2	0	0	0.1	-0.1	-2	-9	0	-2
CS(=O)(=O)N1CCN(c2ccccc2NC(=O)c2cccc3ccccc23)CC1	-15	-2	-1	-0.7	-0.4	1	-5	-1	17
COc1ccc(C2CC(c3ccc(Cl)cc3Cl)Nc3nc(N)nn32)cc1OC (centres undefined)	-7	2	0	-0.1	0.3	2	-10	-1	7
O=C(CCSc1nnc(-c2ccncc2)o1)Nc1ccc(F)cc1	-14	-2	-1	0.7	0.6	2[fluorescence artefact?]	-12	4	6
COc1cccc(C2NC(CCSC)(C(=O)O)C3C(=O)N(C(C)C)C(=O)C23)c1O (centres undefined)	-12	-3	-1	1.5	3.8	1	-5	0	-5
CCn1c(N2CCN(CC(=O)c3ccc(OC)cc3)CC2)nc2ccccc21	-22	2	-2	-2.1	0.7	-5[fluorescence artefact?]	7	6	5
COC(=O)c1ccc(CN2CCN(CCc3ccccc3)C(CCO)C2)cc1 (centres undefined)	-1	-2	0	-1.1	-0.5	4	-16	-1	-4
NC(=O)C1CCN(Cc2nc3cc(C(F)(F)F)ccc3c(=O)[nH]2)CC1	-9	0	0	0.6	0.9	2	-10	-3	-15
CCCOc1ccc(C(=O)N2CCCC2)cc1OC	-9	1	0	-0.1	-0.9	2	12	2	1
COC(=O)c1ccc(CSc2nc3c(c(=O)n2-c2ccc(Br)cc2)SCC3)o1	-8	-1	0	1.5	0.7	-5[fluorescence artefact?]	-30	4	-12
CN(C)S(=O)(=O)c1cccc(NC(=O)COC(=O)c2cccn2C)c1	-8	1	3	1.0	-0.1	-2	6	2	2
Cc1cc(-n2c(C)cc(C(=O)CCl)c2C)no1	-2	4	-3	-0.2	-1.1	2	-2	7	1
O=C(COC(=O)CCN1C(=O)/C(=C\C=C\c2ccccc2)SC1=S)Nc1cc(F)ccc1F	5	-1	3	0.8	2.5	1	2	1	3
CNc1nnc(Sc2ncccc2[N+](=O)[O-])s1	-4	-3	0	1.8	-0.5	-1	-11	-7	8
CC(C)CCN(C(=S)Nc1cccc(C(F)(F)F)c1)C(C)c1ccccn1 (centres undefined)	-8	-1	0	1.5	-1.3	-3	nt	-7	-22
O=C(O)C(O)Cc1c[nH]c2ccccc12 (centres undefined)	-9	6	1	0.9	-3.5	-2	-8	10	-19
C/C(=N\NC(=O)C(=O)N/N=C(\C)c1cccc(O)c1)c1cccc(O)c1	-16	-2	3	1.5	1.3	0	7	0	-7
O=C(COc1ccccc1)N/N=C/c1cc2c(cc1[N+](=O)[O-])OCO2	7	-2	2	0.2	2.9	-3	-4	0	9
CCn1c(SCC(=O)NC(=O)NC(C)(C)C)nc2ccccc21	-9	-2	-3	0.1	-1.8	4	-10	4	-3
COc1ccc(OCC(=O)Nc2ccc3c(c2)nc(CN2CCCC2)n3C)cc1	-6	1	-3	-1.4	3.0	-2	13	7	-11
CCc1ccc(OCC(=O)N/N=C(\C)c2ccc3c(c2)OCCO3)cc1	-23	-2	5	1.4	0.3	-3[fluorescence artefact?]	-5	-5	-11
C=C(C)CN(CC)C(=O)CCc1nnc(CCCc2ccccc2)o1	-4	-1	4	0.2	0.2	3	-25	2	-4
Cc1ccc2c(c1)nc(NCCO)n2C	-33	0	-2	1.4	1.2	5	-9	7	-9
COc1cc(-c2c(C#N)c(N)nc3c2c(C)nn3-c2ccc(C)c(C)c2)cc(OC)c1OC	5	1	-3	-0.6	-0.8	15	-5	4	-12
OC1C=CSc2nc3ccccc3n21 (centres undefined)	-12	8	0	-0.2	-0.7	4	-3	5	-5
Cc1ccc[n+](C2C(c3ccc([N+](=O)[O-])cc3)C(C#N)=C([S-])NC2(O)C2CC2)c1 (centres undefined)	8	-1	-1	0.1	0.7	3	-5	1	12
Cc1cc(C(=O)Nn2cnc3ccccc3c2=O)ccc1[N+](=O)[O-]	-12	0	-1	2.1	1.9	0	-25	3	-19
COc1ccc(/C=N/Nc2cc(=O)n(C)c(=O)n2C)cc1OC	-8	6	3	-0.3	-0.4	6	-5	9	7
CC(C)NC(=O)CSc1nc2[nH]ncc2c(=O)[nH]1	-6	-1	2	0.7	-0.6	-4	3	8	2
CC(=O)N1CCN(CC(=O)Nc2ccccc2Sc2ccccc2)CC1	-17	5	2	-0.9	0.2	0	-7	6	-5
Cc1ccc(-n2ncc3c(=O)n(CC(=O)N4CCN(c5ccccc5F)CC4)cnc32)cc1C	-24	-1	1	1.6	-0.2	1	-2	2	-5
Cc1ccc(S(C)(=O)=NC(=O)c2cc(C)on2)cc1 (centres undefined)	1	2	4	0.6	3.7	0	-8	0	3
Cn1c(SCC(=O)OC2CCCCC2)nnc1-c1ccc(S(=O)(=O)N2CCCC2)cc1	-23	-2	-1	0.2	-0.2	0	-5	2	-18
O=C(Nc1ccc(F)cc1)c1cc(-c2ccccc2)no1	-4	0	-4	-0.1	0.5	1	-10	1	1
Cc1nc2ccccc2n1CCOc1ccc([N+](=O)[O-])cc1	1	1	0	-0.8	0.1	8	1	7	0
CCOC(=O)NC1=NCC(C)S1 (centres undefined)	-1	-1	-2	0.5	-0.3	-4	-20	-2	-16
COC(=O)c1ccc(CSc2nc(-c3ccc(OC)cc3)nc3c2c(=O)n(C)c(=O)n3C)o1	-3	-2	3	0.3	0.1	nt	nt	1	5
CCOC(=O)N1CCN(/C=C(\C#N)c2nc3ccccc3s2)CC1	6	4	-1	-0.1	-1.2	-2[fluorescence artefact?]	-11	3	-19
CCOC(=O)c1c(NC(=O)C2C3C=CC(C3)C2C(=O)O)sc2c1CCC(CC)C2 (centres undefined)	-7	4	-3	-0.6	1.0	6[fluorescence artefact?]	-9	8	2
CCc1nnc(NC(=O)C2CCC2)s1	1	-2	-3	0.8	3.2	4	-17	-2	1
CCCNC(=O)c1ccc(CN2CCOCC2)cc1	-20	0	2	1.9	-0.4	-2	-15	12	5
COc1cc(NS(=O)(=O)c2ccc(N/C=C(\C#N)c3nc4ccccc4o3)cc2)nc(OC)n1	-10	3	4	-0.5	-3.1	2	-20	-2	-3
COc1ccc(C(=O)CSc2nnc(-c3ccoc3C)n2CC2CCCO2)cc1 (centres undefined)	2	-3	-3	0.4	-1.8	-4	-21	3	-5
NS(=O)(=O)c1ccc(CCNC2CC(=O)N(CCc3ccccc3)C2=O)cc1 (centres undefined)	-4	2	6	-0.2	0.4	-1	-9	8	-14

Going on with the list:
SMILES	S1P4 antag	Ba/F3 V617F tox	Wee1 stabilizer	PERK inhibitor	S1P4 agonist	eIF4E 4G PPI	MDM2 E3 inh	BaF3 parental	NPY-Y2 PAM-ag
Cc1ccc(NC(=O)CCC(=O)OCC(=O)c2ccc(Oc3ccc([N+](=O)[O-])cc3)cc2)c(C)c1	-11	0	3	1.3	2.3	-6	3	7	-6
Cc1ccc(-c2nc(-c3cccnc3)sc2CC(=O)Nc2ccc3nc(C)sc3c2)cc1	-15	-1	4	-0.5	1.3	11	-3	2	-1
COc1ccc(-c2cc(C(F)(F)F)nc(N3CCN(C)CC3)n2)cc1OC	-9	2	3	-1.5	-2.7	-12	-10	2	-16
CNC(=O)c1sccc1SCc1ccc(Cl)cc1Cl	-8	2	5	-0.8	0.7	1	0	6	4
CCOC(=O)N1CCN(C(=O)Cn2ncc3ccccc32)CC1	6	2	0	1.1	-0.8	7	0	5	4
O=c1[nH]c2cnccc2n1-c1ccccc1	0	0	2	0.3	2.2	8	-21	-1	-18
CC(C)Cn1cc(C(=O)NCC2CCCO2)c2c3ccccc3n(C)c2c1=O (centres undefined)	-23	-2	0	-0.7	-0.7	-1[fluorescence artefact?]	-3	1	-6
O=[N+]([O-])c1cccc2cn[nH]c12	-16	-3	-4	1.0	1.4	0	nt	-1	5
COc1cc(-c2cn(S(=O)(=O)c3cccc4nsnc34)nc2N)cc(OC)c1OC	4	2	0	-1.6	0.2	-4	12	6	-9
N#CC(C(N)=O)=C1CCCCC1	-1	-5	3	2.6	-0.5	6	-13	-1	-31

From PubChem
